# Screens from PubChem BioAssay.
# AID2073: disruptors of CaV2.2 binding to Mint1 – biochemical, HTRF (AID 2073); HTRF protein-protein interaction, Mint1-CaV2.2; higher % means a stronger effect; inhibition, % at 20 µM; hits with a dose series show IC50 in µM; hit rate 0.19% among 290,000; in the data active = inhibition mostly above about 51%, no sharp cut-off; note: some results filed as inactive read as strong as hits
# GPR55 activation: GPR55 agonists via beta-arrestin recruitment, primary screen, imaging, U2OS cells, beta-arrestin-GFP redistribution (AID 1961); U2OS GPR55 beta-arrestin-GFP redistribution imaging; higher % means a stronger effect; hit rate 0.048% among 290,000; one-dose activation, % at 10 µM; EC50 in µM for titrated hits;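 active = activation above 40% with more than 50 cells counted in the well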;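 note: U2OS osteosarcoma cells stably expressing GPR55 and beta-arrestin-GFP; plate controls were DMSO negative control for no effect and LPI positive control for full effect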
# KOR beta-arrestin-1: KOR agonists, beta-arrestin recruitment, primary screen, cell-based, luminescence, uHTS (AID 1777) | KOR beta-arrestin recruitment, luminescence; higher % means a stronger effect | one-dose activation, % at 10 µM; EC50 in µM for titrated hits | hit rate 0.02% among 280,000; in the data active = activation above about 50%, passing the limit was not always enough; note: a part of the inactive calls stands beside numbers as strong as those of hits
# NOD1 inhibition: NOD1 signaling inhibitors, primary screen, cell-based, luminescence, uHTS (AID 1578) | NOD1-driven NF-kB luciferase reporter cells, luminescence; higher % means a stronger effect | inhibition, % at 4 µM; hits with a dose series show EC50 in µM | hit rate 1% among 290,000; in the data active = inhibition mostly above about 36%, no sharp cut-off; inactive = mostly below about 34%;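 note: HEK-293T reporter cells stimulated with the NOD1 agonist gamma-tri-DAP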
# M17LAP inhibition: P. falciparum M17LAP inhibitors, primary screen, biochemical, fluorogenic H-Leu-NHMec substrate, 1536-well (AID 1619); recombinant M17LAP, H-Leu-NHMec fluorogenic kinetic assay; higher % means a stronger effect; inhibition, % at 30 µM; hits with a dose series show IC50 in µM; hit rate 0.38% among 220,000;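 active = compound inhibiting the enzyme by more than half at any dose during confirmatory dose-response retesting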;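 note: plate controls were full reaction with DMSO carrier for no effect and no enzyme background for full effect; strong numbers were not always called active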
# KOR beta-arrestin-2: KOR antagonists, beta-arrestin recruitment, cell-based, luminescence, uHTS (AID 1778) | hit rate 0.091% among 290,000 | KOR beta-arrestin recruitment, luminescence, antagonist mode; higher % means a stronger effect | one-dose inhibition, % at 10 µM; IC50 in µM for titrated hits; note: strong numbers were not always called active
# Dynein transport: blocks dynein driven cargo transport along microtubules. hit rate 0.47% among 220,000. 3617.4 mouse cells, GR-EGFP nuclear translocation imaging; test concentration mostly 20 µM; stimulated with dexamethasone, 1 µM; stronger effect = lower value. z-score, hits read low;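 active = plate z-score of nuclear minus cytoplasmic receptor signal below a set negative limit, without overly bright fluorescence or cell loss, cut at about -3.5 in these data, passing the limit was not always enough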;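 note: z-score of nuclear minus cytoplasmic ring GR-EGFP intensity difference per well; some compounds called inactive have numbers as strong as hits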
#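 Buffer or medium: tet-free medium with charcoal-stripped serum / Also added: dexamethasone agonist, 1.0 µM final, for 30 min / Timing: induction 48 h, compound 1 h, agonist 30 min / Measured by: high-content fluorescence imaging after fixation / Read-out: nuclear-to-cytoplasmic GR-EGFP distribution per well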
# NOD2 inhibition: NOD2 signaling inhibitors, cell-based, luminescence, uHTS, HEK293 (AID 1566) | HEK293 NOD2/NF-kB luciferase reporter, luminescence; higher % means a stronger effect | one-dose inhibition, % at 4 µM; EC50 in µM for titrated hits | hit rate 0.63% among 290,000; note: many of its hits are not listed in these tables
# P. falciparum M1AAP: malaria alanyl aminopeptidase activity blockers – biochemical, fluorogenic H-Leu-NHMec substrate, 1536-well (AID 1445). hit rate 0.42% among 220,000. recombinant M1AAP, H-Leu-NHMec fluorogenic kinetic assay; higher % means a stronger effect. one-dose inhibition, % at 30 µM; IC50 in µM for titrated hits;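 active = primary inhibition above the hit cutoff, then over 50% inhibition at one or more dose response concentrations, cut at about 23% in these data, passing the limit was not always enough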;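 note: plate controls were DMSO full reaction for no effect and no enzyme background for full effect; strong numbers were not always called active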
# Dynein transport cytoplasmic EGFP: recorded beside Dynein transport, whose call it bears; z-score; measured here: cytoplasmic GR-EGFP intensity; stronger effect = higher value
# Dynein transport nuclear GR-EGFP: recorded beside Dynein transport, whose call it bears; z-score; measured here: nuclear GR-EGFP intensity;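 lower value marks the stronger effect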
# Dynein transport cell count: further read-out of Dynein transport, marked with its call; z-score; measured here: cell count per field
# * marks the source's active call; other numbers are inactive results; · = not tested or not shown; [ ] = remark or other dose. Cut-off read from the data, not from the text of the source, unless noted: active = inhibition above about 50%; inactive = the rest. These rows are one share of the data. The share of hits here may be higher or lower than overall.
SMILES,AID2073,GPR55 activation,KOR beta-arrestin-1,NOD1 inhibition,M17LAP inhibition,KOR beta-arrestin-2,Dynein transport,Dynein transport cytoplasmic EGFP,Dynein transport nuclear GR-EGFP,Dynein transport cell count,NOD2 inhibition,P. falciparum M1AAP
Cc1ccc(-c2c[n+](CC(=O)Nc3nc(-c4ccccc4)cs3)c3n2CCC3)cc1,5%,-0.3%,2.7%,0%,1%,25%,-0.12,-0.21,0.024,0.6,10%,11%
CCOc1ccc(S(=O)(=O)NCC2CCCO2)cc1 (centres undefined),-2%,-0.1%,-2.6%,7%,5%,16%,2.3,-0.24,1.1,-0.77,14%,11%
c1ccc(CSc2nnc(Cc3ccccn3)o2)cc1,-4%,-0.2%,2.0%,-32%,7%,-6%,0.041,-0.069,0.18,0.42,-13%,2%
CCCCCCCNC(=O)C1(CC2CC(c3ccc(Cl)cc3)=NO2)CCN(C(=O)OC(C)(C)C)CC1 (centres undefined),-1%,0.2%,-0.5%,-12%,·,14%[20 µM],·,·,·,·,4%,·
CC1=[N+]([O-])C(C)(C)C(C)N(O)C1=O (centres undefined),2%,-0.1%,-2.7%,2%,17%,-43%,2.9,-0.19,1.3,-1.3,2%,4%
COC(=O)CCSCC(=O)Nc1ccc(S(=O)(=O)N2CCOCC2)cc1OC,-6%,-0.1%,2.4%,-12%,1%,12%,0.031,-0.24,0.024,1.3,15%,0%
Cc1cc(C)n(-c2nc(NCCN(C)C)c3c4c(sc3n2)CCCC4)n1,3%,-0.3%,7.5%,-4%,-1%,4%,-4.6*,1.9*,-1.9*,-1.8*,-14%,2%
CC(C)(O)C#Cc1ccc(CN2CCN(CCc3ccccc3)C(CCO)C2)s1 (centres undefined),14%,-0.2%,-4.3%,15%,-3%,7%,-0.24,-0.38,-0.27,0.53,-6%,1%
Cc1csc(NC(=O)CSc2nnc3c4ccccc4nc(C(C)(C)C)n23)n1,24%,1.3%,6.1%,23%,2%,-45%,-0.13,-0.24,-0.32,0.53,-15%,0%
CSc1ccccc1N=CC1=C(O)CC(C)(C)CC1=O,13%,0.6%,-6.3%,-11%,14%,11%,-0.95,0.5,0.087,0.27,5%,9%
CNC(=O)c1[nH]nc2c1CCc1cc(OC)ccc1-2,13%,0.0%,-1.9%,1%,·,-20%,·,·,·,·,2%,·
CCC(Sc1nc2ccccc2c(=O)[nH]1)C(=O)Nc1ccc(C(C)=O)cc1 (centres undefined),9%,0.2%,·,-57%,5%,-4%[20 µM],1.6,-0.019,1.3,-2,-41%,7%
CCOC(=O)c1nn(-c2ccccc2F)c2nc(-c3ccco3)c(C#N)c(=O)n12,7%,0.4%,2.0%,-27%,12%,-32%,-0.54,-0.29,-0.66,0.5,-2%,4%
CCCc1c(C(=O)O)cnn1-c1ccc(Cl)cc1,-6%,0.3%,0.9%,0%,-1%,30%,-0.25,-0.13,-0.064,-0.12,14%,1%
CCn1c(Cc2ccccc2)nnc1SCC(=O)NC1CC1,-4%,-0.1%,0.5%,-4%,4%,23%,-0.54,-0.24,-0.32,-0.11,12%,1%
NC(=S)N/N=C/c1ccccc1O,1%,-0.1%,3.4%,-10%,-8%,11%,0.58,-0.26,0.18,-0.24,16%,-5%
CCc1cc(=O)[nH]c(SC/C=C/c2ccccc2)n1,5%,-0.1%,-6.8%,-7%,·,-35%,·,·,·,·,16%,·
CSc1ccc(CN(C)C(=O)C(Cc2ccccc2)NC(=O)c2ccccc2)cc1 (centres undefined),-5%,0.0%,-2.2%,0%,·,24%,·,·,·,·,14%,·
COCC1CCN(Cc2c(C(=O)N3CCc4ccccc4C3)nc3ccc(Cl)cn23)C1 (centres undefined),11%,-0.1%,-3.3%,-19%,·,-10%,·,·,·,·,-11%,·
C=CCNC(=S)Nc1ccccc1,0%,-0.4%,1.6%,-6%,-6%,-7%,-0.45,-0.16,-0.4,-0.54,-17%,6%

# Compounds above containing a thiophene ring, fused or not (two):
SMILES,AID2073,GPR55 activation,KOR beta-arrestin-1,NOD1 inhibition,M17LAP inhibition,KOR beta-arrestin-2,Dynein transport,Dynein transport cytoplasmic EGFP,Dynein transport nuclear GR-EGFP,Dynein transport cell count,NOD2 inhibition,P. falciparum M1AAP
Cc1cc(C)n(-c2nc(NCCN(C)C)c3c4c(sc3n2)CCCC4)n1,3%,-0.3%,7.5%,-4%,-1%,4%,-4.6*,1.9*,-1.9*,-1.8*,-14%,2%
CC(C)(O)C#Cc1ccc(CN2CCN(CCc3ccccc3)C(CCO)C2)s1 (centres undefined),14%,-0.2%,-4.3%,15%,-3%,7%,-0.24,-0.38,-0.27,0.53,-6%,1%

# Going on with the list:
SMILES,AID2073,GPR55 activation,KOR beta-arrestin-1,NOD1 inhibition,M17LAP inhibition,KOR beta-arrestin-2,Dynein transport,Dynein transport cytoplasmic EGFP,Dynein transport nuclear GR-EGFP,Dynein transport cell count,NOD2 inhibition,P. falciparum M1AAP
CC(=O)Nc1ccc(NC(=O)COC(=O)c2c3c(nc4ccccc24)CCN(Cc2ccccc2)C3)cc1,19%,-0.2%,0.7%,-2%,5%,3%,-0.56,-0.15,-0.54,-0.07,6%,18%
O=C(CNC(=O)c1ccc(Br)o1)Nc1cccc(-c2cnc3ccccc3n2)c1,-3%,-0.2%,5.4%,-29%,5%,2%,0.21,1.5,1.2,1.3,-1%,4%
CC(C)(C)NC(=O)CCN(/N=C/c1ccncc1)C1=NS(=O)(=O)c2ccccc21,10%,0.3%,-5.7%,2%,·,49%,·,·,·,·,-12%,·
C=CCSC1=C(C#N)C(c2ccccc2C)CC(=O)N1 (centres undefined),15%,0.2%,-1.7%,-2%,2%,0%,0.27,-0.17,0.34,-0.35,10%,9%
CN(Cc1ccco1)C(=O)C1CCCN(c2ncnc3c2nc2n3CCCCC2)C1 (centres undefined),4%,-0.4%,1.8%,-10%,·,-35%,·,·,·,·,16%,·
CC(C)c1ccc2oc(=O)cc(CN3CCOCC3)c2c1,10%,0.2%,3.8%,-5%,·,-2%,·,·,·,·,10%,·
C/C(=N/NS(=O)(=O)c1ccc(F)cc1)c1ccc(NC(=O)c2ccc(C)o2)cc1,3%,0.2%,0.0%,-25%,28%,-8%,1.1,0.34,1.2,-1.5,-13%,0%
Cn1c(CNC(=O)CCNC(=O)c2cccc(Br)c2)cc(=O)n(C)c1=O,4%,-0.1%,-8.4%,-1%,·,27%,·,·,·,·,-2%,·
O=C(O)COc1ccccc1O,14%,-0.2%,-1.0%,-6%,-4%,31%,-0.027,-0.13,0.33,-0.61,6%,2%
NC(=O)C(CCC(=O)c1ccc(Br)cc1)S(=O)(=O)c1ccccc1 (centres undefined),11%,0.0%,6.5%,-33%,-3%,-3%,0.78,0.51,0.74,-1.1,3%,4%
CC1Sc2ccc(S(=O)(=O)CCC(=O)NCc3ccccc3)cc2NC1=O (centres undefined),9%,-0.2%,-3.1%,2%,·,-44%,·,·,·,·,11%,·
COc1ccc(OC)c(Nc2nc(NCCCN(C)C)nc(N)c2[N+](=O)[O-])c1,30%,-0.2%,-2.6%,-3%,21%,5%,1.9,1.4,1,-2.1,14%,10%
NNc1ccc2c(C(F)(F)F)cc(C(F)(F)F)nc2n1,5%,-0.5%,3.6%,12%,-14%,-24%,0.74,-0.3,0.38,-1.2,13%,8%
Cc1ccc(C)c(N2CCN(S(=O)(=O)c3cccc4cccnc34)CC2)c1,10%,-0.3%,-5.0%,-9%,-10%,-8%,3.6,-0.18,1.9,-1.7,0%,-12%
C=CCN(C(=O)Nc1ccc2c(c1)nc(C)n2C)c1ccccc1,8%,-1.9%,-2.0%,3%,-2%,6%,2.2,-0.19,1.9,-2.3,-24%,-1%
COC(=O)c1ccccc1NC(=S)NC(=O)COc1ccccc1,4%,0.2%,-3.6%,-11%,0%,-2%,0.63,-0.23,0.0072,0.2,6%,9%
CC1CCN(C(=O)CCCNC(=O)Cn2cnc3sc4c(c3c2=O)CCCC4)CC1,7%,-0.1%,4.8%,-5%,-4%,11%,2.3,-0.12,1.4,-0.8,4%,11%
Cc1ccccc1OCC(=O)OCC(=O)Nc1cc(C(F)(F)F)ccc1N1CCOCC1,8%,-0.1%,-4.1%,-10%,2%,19%,0.85,-0.16,0.61,-1.5,6%,5%
COc1ccc(CN2C3CCC2CC(NC(=O)c2cc(OC)c(OC)c(OC)c2)C3)cc1 (centres undefined),-3%,0.5%,-5.4%,-15%,·,-10%[20 µM],·,·,·,·,9%,·
CCN(CC)S(=O)(=O)c1ccc(NS(=O)(=O)c2ccc3oc(=O)[nH]c3c2)cc1,21%,-0.1%,5.1%,22%,·,-8%,·,·,·,·,-6%,·
Cc1ccc(S(=O)(=O)N2CCN(Cc3csc(C)n3)CC2)cc1,3%,0.2%,-0.9%,-8%,·,18%,·,·,·,·,-11%,·
COc1ccc(Cl)cc1NC(=O)[C@@]1(CC(=O)O)CC(/C=C/c2ccccc2)=NO1,16%,0.0%,-2.9%,7%,·,11%,·,·,·,·,10%,·
COc1ccc(C2CC(c3cc(OC)ccc3OC)n3nnnc3N2)cc1 (centres undefined),-8%,-0.1%,-0.2%,4%,1%,-15%,-0.14,-0.41,0.043,0.57,2%,0%
CN(Cc1ccc(N(C)C)cc1)C(=O)c1cc2ccccc2o1,-5%,-0.2%,-1.1%,-6%,·,-32%,·,·,·,·,-1%,·
COc1cc(OC)c2c(C)c(Cl)c(=O)oc2c1,31%,0.0%,-0.3%,-12%,-29%,18%,0.023,-0.38,0.35,-0.047,1%,4%
CC(Oc1cc2oc(=O)c3c(c2cc1Cl)CCC3)C(=O)NCCCn1ccnc1 (centres undefined),-9%,1.0%,-2.9%,-10%,·,4%,·,·,·,·,7%,·
O=C1CCCc2nc3nc4ccccc4n3cc21,-29%,-0.1%,12%,-17%,-6%,-31%,-0.3,-0.23,-0.53,0.73,5%,-3%
N#CC1=C(N)OC2=C(C(=O)CCC2)C1c1cc2c(cc1Cl)OCO2 (centres undefined),-2%,0.3%,11%,-10%,·,-38%[20 µM],·,·,·,·,7%,·
CCOC(=O)c1cc(-c2csc(COc3ccccc3)n2)on1,0%,0.3%,1.3%,-11%,-2%,1%,-0.074,-0.24,-0.44,1.5,9%,2%
CCC1=NN(C(=O)c2cccc(Br)c2)C(O)(c2ccc(Br)cc2)C1 (centres undefined),-3%,0.6%,7.5%,61%,-6%,-14%,-0.3,-0.27,-0.6,0.35,-96%,11%
